Screening results (PubChem BioAssay)
KB-V1 MDR tox: kills drug-selected multidrug resistant KB-V1 cells. KB-V1 MDR cells viability, CellTiter-Glo, 72 h. Potency, µM (series often up to 46.1 µM), inactives show at the highest dose activity change, negative = cytotoxicity, actives largely listed as cytotoxic. 3.4% of 400,000 active. AID 1347076; note: potency is the fitted concentration of half-maximal effect; % is set by controls: 0 for no effect and ±100 for the full control effect; nearly all actives have a fitted effect of over 60% in size
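Cytotoxicity via CellTiter-Glo luminescence after 72 h compound exposure at 37 degrees C. Cells: drug-selected KB-V1 line, DMEM phenol-red free plus 10% FBS. Compounds tested at multiple concentrations; normalized data fitted to concentration-effect curves.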
KB-3-1 tox: KB-3-1 parental cell cytotoxicity; KB-3-1 viability, CellTiter-Glo ATP luminescence, 72 h; Potency, µM (top dose mostly 46.1 µM), inactives show top-dose activity change, negative = cytotoxic, most hits filed as cytotoxic; 1.4% of 400,000 active; AID 1347075; note: potency is the fitted concentration of half-maximal effect; % is set by controls: 0 for no effect and ±100 for the full control effect; nearly all actives have a fitted effect of over 60% in size
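KB-3-1 parental drug-naive adenocarcinoma cells in DMEM/10% FBS, incubated 72 h at 37 C with pin-transferred compounds across a concentration series. Viability by CellTiter-Glo luminescence; concentration-response curves fitted after normalization.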
DRD3 antagonist: D3 dopamine receptor (human) antagonism; max response, negative = inhibition, %; P35462; 2.5% of 360,000 active; D3R cells, DiscoveRx beta-arrestin luminescence, antagonist mode; stronger effect = lower value; in the data active = max response below about -50%; inconclusive = no clear call, values can overlap the other calls; note: % is set by controls: 0 for no effect and ±100 for the full control effect; mostly tested at two doses, the higher about 12 µM
Target sequence (P35462 whole entry, looked up): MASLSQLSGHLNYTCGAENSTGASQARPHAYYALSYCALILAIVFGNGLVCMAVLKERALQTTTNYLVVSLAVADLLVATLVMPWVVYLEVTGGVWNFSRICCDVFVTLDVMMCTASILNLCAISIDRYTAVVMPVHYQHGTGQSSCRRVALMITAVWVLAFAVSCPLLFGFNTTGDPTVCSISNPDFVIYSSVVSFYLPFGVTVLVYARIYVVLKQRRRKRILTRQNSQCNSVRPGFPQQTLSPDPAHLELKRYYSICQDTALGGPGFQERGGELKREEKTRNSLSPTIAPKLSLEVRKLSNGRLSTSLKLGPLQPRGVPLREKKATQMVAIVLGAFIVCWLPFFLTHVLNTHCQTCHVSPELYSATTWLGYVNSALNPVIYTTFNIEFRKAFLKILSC
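Cells expressing the human receptor were seeded at 1500 cells/well, incubated overnight at 37 degrees C in 5% CO2, then exposed to library compounds with dopamine controls for 90 minutes at 37 degrees C before luminescent detection.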
D3 ag: agonists of human D3 dopamine receptor. P35462. D3R DiscoveRx beta-arrestin cells, luminescence, 90 min. max activation, %. 0.58% of 410,000 active; in the data active = max activation above about 30%; note: 0% is about no effect; mostly tested at two doses, the higher about 12 µM
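Agonist-mode cell screen: cells plated at 1500/well and incubated overnight at 37 °C, then exposed to library compounds for 90 min at 37 °C. Detection reagent was added for 30–60 min at room temperature, and luminescence was read.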
HT1080 IDH1KD tx: kills HT-1080 cells with IDH1 knockdown | HT-1080 IDH1 knockdown viability, ATP luminescence, 48 h | 2% of 360,000 active | Potency, µM (doses to about 46.1 µM), for inactives: top-dose activity, negative = toxicity, most hits filed as cytotoxic;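 note: potency is the fitted concentration of half-maximal effect; 0% = DMSO wells and -100% = cell-free medium wells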
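Assay cells: HT-1080 with IDH1 knockdown, 750 per well, RPMI/5% FBS. Exposure: 48 h at 37 °C following 2 h pre-incubation. Read: CellTiter-Glo luminescence; fitted concentration-response, curve class assigned.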
GLP1R ag: GLP-1 receptor (human) agonism; HEK293 GLP-1R CRE-luciferase, luminescence, 4-6 h; cells express a hypersensitive GLP-1R form; Potency, µM (doses to about 45.6 µM), inactives show at the highest dose activation, actives largely listed as activators; AID 624172; P43220; 0.007% of 380,000 active; note: potency is the fitted concentration of half-maximal effect; % of control where 0% means no effect
Target sequence (P43220 whole entry, looked up): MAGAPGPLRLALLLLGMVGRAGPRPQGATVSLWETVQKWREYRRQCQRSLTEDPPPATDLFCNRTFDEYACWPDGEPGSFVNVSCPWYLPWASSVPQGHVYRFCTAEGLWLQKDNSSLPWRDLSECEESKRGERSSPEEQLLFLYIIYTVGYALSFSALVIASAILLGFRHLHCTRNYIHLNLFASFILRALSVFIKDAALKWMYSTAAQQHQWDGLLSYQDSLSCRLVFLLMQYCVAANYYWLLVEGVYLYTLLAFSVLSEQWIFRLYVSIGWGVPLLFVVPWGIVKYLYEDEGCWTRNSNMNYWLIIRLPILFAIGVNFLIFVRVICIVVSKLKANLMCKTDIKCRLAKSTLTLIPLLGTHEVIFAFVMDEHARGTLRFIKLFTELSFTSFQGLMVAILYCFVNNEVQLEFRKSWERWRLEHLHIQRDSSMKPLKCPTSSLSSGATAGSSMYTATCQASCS
HT1080-NT tox: kills 2HG-producing HT-1080-NT fibrosarcoma cells; HT-1080-NT fibrosarcoma viability, CellTiter-Glo ATP luminescence, 48 h; Potency, µM (top dose mostly 46.1 µM), without a hit: at the top dose activity, negative = less viability, usual class: cytotoxic; 1.6% of 360,000 active;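 note: NT is the 2HG producing partner of a matched IDH1 knockdown line; potency is the fitted concentration of half-maximal effect; 0% = DMSO-treated cells and -100% = media-only wells without cells; nearly all actives have a fitted effect of over 55% in size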
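Toxicity toward the 2HG-producing NT line was scored as %Activity, normalised to DMSO and no-cell wells, from CellTiter-Glo luminescence after 48 hours' treatment.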
IL1B secr inh: inflammasome signaling inhibition, IL-1 beta readout; 4.7% of 360,000 active; AID 743279; THP-1 LPS/ATP IL-1B secretion, AlphaLISA, 16 h; stronger effect = lower value; activity change, % at 57.5 µM; in the data active = activity change below about -50%; inconclusive = mostly about -30% to -49%; note: % is set by controls: 0 for no effect and ±100 for the full control effect
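THP-1 cells pretreated 1 hr with compounds (up to 57.5 uM final), then stimulated with LPS (250 ng/mL final) plus ATP (1.25 mM final); secreted IL-1B measured by AlphaLISA after 16 hr, decreased signal indicating inhibition.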
SW480 rerep: DNA re-replication induction in SW480 cells; SW480 DNA re-replication, Hoechst DNA content imaging, 48 h; Potency, µM (titrated, usually from 46.1 µM), for the others: at the top dose re-replication activation, hits mostly activators; 1.8% of 340,000 active; note: potency is the fitted concentration of half-maximal effect; % of control where 0% means no effect; nearly all actives have a fitted effect of over 55% in size
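Quantitative HTS format with DMSO vehicle controls; 48 hr drug incubation at 37 C, then 40 min Hoechst staining and scanning imager measurement at 405 nm excitation.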
* hit, by the source's call; u = inconclusive; x = no result given; [ ] = remark or other dose. Unless noted, calls come from the whole dose curve; as a rule, active = well fitted curve in the direction sought with a large enough effect; inconclusive = small, poorly fitted or top-dose-only effect, or another doubt; inactive = no such curve, though single readings can be large; an effect the other way counts as inactive or inconclusive. An unsorted share of the library; about 12% have a hit in one of these screens.

1: COC(=O)c1cn(C(=O)c2cc(OC)c(OC)c(OC)c2)c2ccccc12
2: O=C(NCc1ccc(F)cc1)c1cc(C2CCCN(C(=O)c3ccccn3)C2)on1 (stereo not drawn)
3: CCN1CCN(c2ccc(NC(=O)COc3ccccc3Cl)cc2)CC1
4: CCCn1nc2cc(C(=O)NCc3ccc(OC)cc3)ccc2c1OCC
5: CCCc1cc(=O)[nH]c(Nc2ccc(O)cc2)n1
6: O=C(ONC1=NCCCCC1)c1ccc(Cl)cc1
7: Cc1cc(C)cc(-c2nnc(SCC(=O)NCC3CCCO3)o2)c1 (stereo not drawn)
8: Cc1csc(NC(=O)CCC(=O)N(CC(=O)NC2CCCC2)Cc2ccco2)n1

screen / no. | 1 | 2 | 3 | 4 | 5 | 6 | 7 | 8
KB-V1 MDR tox | u | -10% | -6% | 1% | 4% | 13% | 1% | 6%
KB-3-1 tox | -3% | 0% | -14% | 0% | -14% | -23% | -4% | 14%
DRD3 antagonist | 26 | -12 | -64* | 0 | 8 | 6 | 6 | 15
D3 ag | 8 | -12 | 2 | -4 | 9 | 4 | 1 | 0
HT1080 IDH1KD tx | -2% | -4% | -8% | 15% | 0% | 23µM* | -4% | -1%
GLP1R ag | 0% | -3% | 1% | 12% | -11% | u | 5% | 0%
HT1080-NT tox | -22% | 4% | -8% | 24% | -1%[9.24 µM] | 16µM* | -7% | 4%
IL1B secr inh | 17 | 0 | -17 | -1 | 25 | -17 | -1 | 8
SW480 rerep | u | x | -5% | -4% | 2% | -3% | -7% | 6%

Whole records, quoted from the list:
Cc1csc(NC(=O)CCC(=O)N(CC(=O)NC2CCCC2)Cc2ccco2)n1 is listed with KB-V1 MDR tox: 6%; KB-3-1 tox: 14%; DRD3 antagonist: 15; D3 ag: 0; HT1080 IDH1KD tx: -1%; GLP1R ag: 0%; HT1080-NT tox: 4%; IL1B secr inh: 8; SW480 rerep: 6%
CCN1CCN(c2ccc(NC(=O)COc3ccccc3Cl)cc2)CC1 is listed with KB-V1 MDR tox: -6%; KB-3-1 tox: -14%; DRD3 antagonist: -64*; D3 ag: 2; HT1080 IDH1KD tx: -8%; GLP1R ag: 1%; HT1080-NT tox: -8%; IL1B secr inh: -17; SW480 rerep: -5%

Next structures follow:
9: CCOC(=O)CSc1ccc2nnc(-c3ccncc3)n2n1
10: CCn1cc(CN2CCC(n3nccc3NC(=O)CCOc3ccccc3)CC2)cn1
11: COc1ccccc1N1CCN(C(=O)c2cc(S(=O)(=O)N3CCC(C)CC3)cn2C)CC1
12: Nc1cc(Cl)ccc1C(=O)OCC(=O)NC1CCCCC1
13: CCOC(=O)C1CCCN(C(=O)c2cccc(S(=O)(=O)NCc3ccccc3)c2)C1 (stereo not drawn)
14: CCOCCc1nnc(NC(=O)C(CC)c2ccccc2)s1 (stereo not drawn)
15: CC(C)(O)[C@@H]1[C@@H]2C[C@@]3(CC[C@]4(C)C(CCC5[C@@]6(C)CC[C@H](O)C(C)(C)C6CC[C@]54C)[C@@H]13)C(=O)O2 (stereo partly drawn)
16: CC1(C)C2CCC(C2)C1(C)NC(=O)C[N+](C)(C)C (stereo not drawn)

screen / no. | 9 | 10 | 11 | 12 | 13 | 14 | 15 | 16
KB-V1 MDR tox | 0% | 29% | -20% | -3% | -1% | 0% | 0% | -5%
KB-3-1 tox | 15% | 4% | -3% | u | 4% | 0% | 0% | -3%
DRD3 antagonist | -11 | 2 | x | -8 | -18 | 14 | -13 | 0
D3 ag | 0 | -6 | -8 | 0 | 3 | 2 | -8 | 6
HT1080 IDH1KD tx | -4% | 9% | x | 20% | 4% | 19% | 11% | -1%
GLP1R ag | 6% | 2% | 0% | 6% | -4% | 1% | 1% | 1%
HT1080-NT tox | -8% | 26% | x | 11% | -1% | -2%[9.24 µM] | 6% | -5%
IL1B secr inh | 8 | 28 | x | 4 | -18 | 48 | 12 | -13
SW480 rerep | -11% | -7% | x | -13% | x | -3% | 0% | 1%

17: CNCCCOc1ccc(C)cc1OC
18: COc1cc(C2C(C#N)=C(N)OC3=C2C(=O)CC(C)(C)C3)c([N+](=O)[O-])cc1OC (stereo not drawn)
19: FC(F)(F)c1ccccc1NC1=NCCC1
20: COc1ccc(S(=O)(=O)N2CCOCC2)cc1NC(=O)c1cc(C)oc1C
21: Cc1cc(Cl)ccc1OCC(=O)NNC(=O)c1ccco1
22: COc1ccc(CCNC(=O)C(=O)NCC2OCCN2C(=O)c2ccc(Cl)cc2)cc1 (stereo not drawn)
23: O=C1CC(N2CCC(c3nc4ccccc4[nH]3)CC2)C(=O)N1c1ccccc1F (stereo not drawn)
24: Cc1cccnc1NC(=O)CCCNC(=O)c1ccc(Cl)cc1

screen / no. | 17 | 18 | 19 | 20 | 21 | 22 | 23 | 24
KB-V1 MDR tox | -3% | -7% | -2% | 3% | u | -17% | 20% | 14%
KB-3-1 tox | -1% | 12% | 10% | 12% | 0% | -8% | -16% | -2%
DRD3 antagonist | -22 | u | 16 | -4 | 0 | 2 | 2 | 24
D3 ag | -8 | -1 | 2 | -2 | 8 | 4 | 0 | 7
HT1080 IDH1KD tx | -17% | 2% | 17% | 6% | -3% | -2% | 0% | 1%
GLP1R ag | -3% | 0% | -3% | 1% | 2% | 6% | 2% | -15%
HT1080-NT tox | 0% | -6% | 1% | 9% | -4% | -3% | 17% | 3%
IL1B secr inh | -16 | 8 | 19 | -13 | -26 | 25 | -4 | 8
SW480 rerep | 4% | -12% | 9% | x | 8% | -8% | -6% | -2%

From compound 17 to 18, copied from above:
17: CNCCCOc1ccc(C)cc1OC
18: COc1cc(C2C(C#N)=C(N)OC3=C2C(=O)CC(C)(C)C3)c([N+](=O)[O-])cc1OC (stereo not drawn)

screen / no. | 17 | 18
KB-V1 MDR tox | -3% | -7%
KB-3-1 tox | -1% | 12%
DRD3 antagonist | -22 | u
D3 ag | -8 | -1
HT1080 IDH1KD tx | -17% | 2%
GLP1R ag | -3% | 0%
HT1080-NT tox | 0% | -6%
IL1B secr inh | -16 | 8
SW480 rerep | 4% | -12%

Reformatted with values under each structure: entries from further up.
Results follow in this order: KB-V1 MDR tox, KB-3-1 tox, DRD3 antagonist, D3 ag, HT1080 IDH1KD tx, GLP1R ag, HT1080-NT tox, IL1B secr inh, SW480 rerep
18: COc1cc(C2C(C#N)=C(N)OC3=C2C(=O)CC(C)(C)C3)c([N+](=O)[O-])cc1OC (stereo not drawn)
    -7%, 12%, u, -1, 2%, 0%, -6%, 8, -12%
20: COc1ccc(S(=O)(=O)N2CCOCC2)cc1NC(=O)c1cc(C)oc1C
    3%, 12%, -4, -2, 6%, 1%, 9%, -13, x

(more compounds)
25: CC(=O)c1ccc(OCc2cc(=O)n3ccsc3n2)cc1
26: CC(=O)c1cccc(NC(=O)NC(C)c2ccncc2)c1 (stereo not drawn)
27: COc1cc(C2C(C#N)=C(N)OC3=C2C(=O)CCC3)ccc1OC(=O)N1CCOCC1 (stereo not drawn)
28: COc1ccccc1CCNC(=O)/C(=C/c1cccnc1)NC(=O)c1ccccc1
29: Cc1ccc(C(=O)N2CCN(S(=O)(=O)N3CCCCCC3)CC2)cc1
30: Cc1cccc2sc(NC(=O)CN3C(=O)NC4(CCCC4)C3=O)nc12
31: Cc1ccc(S(=O)(=O)N2C(c3cccc(Cl)c3)CC=C(C(=O)O)C2c2cccc(Cl)c2)cc1 (stereo not drawn)
32: CC1CCCCN1CC(=O)c1c[nH]c2ccccc12 (stereo not drawn)

screen / no. | 25 | 26 | 27 | 28 | 29 | 30 | 31 | 32
KB-V1 MDR tox | 1% | -16% | 2% | -8% | -15% | 7% | -6% | -10%
KB-3-1 tox | 5% | -3% | 10% | 0% | 0% | 5% | -4% | 0%
DRD3 antagonist | -6 | -21 | 18 | 7 | -15 | 7 | 10 | 12
D3 ag | 25 | 17 | 7 | 3 | -13 | -4 | -3 | 3
HT1080 IDH1KD tx | 5% | 2% | -14% | 8% | -2% | -18% | 2% | -1%
GLP1R ag | 5% | 6% | 1% | -3% | 2% | 4% | x | 2%
HT1080-NT tox | 0% | 16% | 0% | 10% | -7% | -3% | 14% | 0%
IL1B secr inh | 0 | -3 | 5 | 4 | -6 | 0 | 3 | 9
SW480 rerep | -3% | 3% | -3% | -2% | -14% | u | x | -7%

33: O=C1NC[C@H](Cc2ccc(O)cc2)N(C[C@H]2CCCN2C[C@H](Cc2ccccc2)N2C[C@H](Cc3ccccc3)N(CCc3ccccc3)C(=O)C2=O)C1=O
34: O=C(O)c1c2c(nc3ccc(S(=O)(=O)N4CCC(C(=O)N5CCCCC5)CC4)cc13)CCCC2
35: Cc1ccc(S(=O)(=O)N2CCN(C(=O)N3CCOCC3)CC2)cc1C
36: Cc1cccc(NC(=S)NC2CC3CCCC(C2)N3CC(C)C)c1C (stereo not drawn)
37: COCc1cc(=O)n2[nH]c(C)c(-c3ccc(Cl)cc3)c2n1
38: CC1(C)Cc2cccc(OCC(=O)N3CCN(S(=O)(=O)c4ccccc4)CC3)c2O1
39: O=C(/C=C/c1ccc(Cl)cc1Cl)NC(=S)Nc1ccc(CN2CCOCC2)cc1
40: Cc1cc(C(=O)Nc2sc(C)c(C)c2C#N)no1
41: C=C(C)CSc1nc2sc3c(c2c(=O)n1C1CCCCC1)CCN(C)C3

screen / no. | 33 | 34 | 35 | 36 | 37 | 38 | 39 | 40 | 41
KB-V1 MDR tox | 11% | 27% | -19% | 21µM* | u | u | u | -25% | 9%
KB-3-1 tox | 0% | 17% | -1% | -6% | u | -2% | -13% | 3% | 7%
DRD3 antagonist | -28 | -21 | 22 | 18 | -60* | -7 | -83* | 13 | -3
D3 ag | -10 | 2 | 0 | -1 | 2 | -1 | -30 | -6 | -8
HT1080 IDH1KD tx | u | 0% | 6% | 13% | u | -1% | -23% | -2% | u
GLP1R ag | -1% | -5% | 0% | -3% | -5% | -10% | -2% | -12% | 5%
HT1080-NT tox | u | 4% | 4% | 6% | -23% | -2% | -1% | 0% | -21%
IL1B secr inh | -13 | -1 | 15 | -15 | 36 | -5 | -14 | 16 | x
SW480 rerep | x | 0% | 0% | 11% | x | 17% | 10% | 3% | u
